# Screening data as filed in PubChem BioAssay.
# AmpC inh detg – inhibitors of E. coli AmpC beta-lactamase with detergent. actives 0.041% (n = 370,000). P00811. AID 485294. AmpC hydrolysis of nitrocefin, absorbance 480 nm, 0.01% Triton. Potency, µM (highest dose often 114 µM), without a hit: at the top dose activity change, negative = inhibition, usual class: inhibitors;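 further: potency means the concentration at half of the fitted maximal effect; 0% = no-compound wells and -100% = no-enzyme wells; nearly all actives have a fitted effect of over 25% in size; some results filed as inactive show a strong effect at the top dose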
# Target sequence (P00811 whole entry, looked up): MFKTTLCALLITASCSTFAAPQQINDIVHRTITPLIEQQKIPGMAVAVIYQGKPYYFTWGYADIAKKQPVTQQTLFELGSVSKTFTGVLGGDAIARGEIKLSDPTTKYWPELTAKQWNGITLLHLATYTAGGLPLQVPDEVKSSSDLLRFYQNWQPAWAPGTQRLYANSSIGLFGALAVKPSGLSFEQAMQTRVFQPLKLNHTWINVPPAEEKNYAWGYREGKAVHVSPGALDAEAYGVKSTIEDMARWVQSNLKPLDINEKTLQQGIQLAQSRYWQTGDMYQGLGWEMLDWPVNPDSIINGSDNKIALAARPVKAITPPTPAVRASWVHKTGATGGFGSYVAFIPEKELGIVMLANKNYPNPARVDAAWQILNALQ
#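 20 mM phosphate pH 7.0 + 0.01% (detergent screen) or 0.0001% Triton X-100; 5.3 nM AmpC reagent; cpd preinc 15 min RT; nitrocefin (800 uM stock) to start; A480 q20 s × 4 min; Activity was normalised to no-enzyme and no-compound control wells.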
# HCMV inh – blocks human cytomegalovirus replication; activity change, negative = inhibition, % at 57.5 µM; HFF cells, HCMV-luciferase reporter, 72 h; stronger effect = lower value; actives 4.5% (n = 410,000); in the data active means activity change below about -60%; inconclusive means no clear call, values can overlap the other calls; inactive means above about -39%
#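 After 16 h attachment at 37C, HFF cells received test compound and HCMV-luciferase (1 PFU/cell); reporter luminescence read 72 h later, data normalized against buffer-only and known inhibitor Salinomycin.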
# AMA1-RON2 inh – AMA1-RON2 (P. falciparum) interaction inhibition; actives 0.2% (n = 360,000); Potency, µM (top dose mostly 58.2 µM), for the others: at the highest dose activity change, negative = inhibition, most hits filed as inhibitors; AlphaScreen AMA1-biotinylated RON2 peptide binding;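 further: potency means the concentration at half of the fitted maximal effect; 0% = vehicle wells and -100% = peptide control; nearly all actives have a fitted effect of over 45% in size; some results filed as inactive show a strong effect at the top dose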
#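 AMA1 (3D7) with his tag at 25 nM final met compounds first, then biotinylated RON2 peptide at 25 nM; detection used donor plus acceptor beads, 10 µg/mL apiece, read by AlphaScreen after 30 min at room temperature.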
# LmPK inh – inhibitors of Leishmania mexicana pyruvate kinase. Q27686. purified LmPK, Kinase-Glo ATP luminescence, 1 h. Potency, µM (top dose mostly 57.5 µM), inactives show top-dose activity change, negative = inhibition, most hits filed as inhibitors. actives 0.37% (n = 290,000). AID 1721; further: potency means the concentration at half of the fitted maximal effect
# Target sequence (Q27686 whole entry, looked up): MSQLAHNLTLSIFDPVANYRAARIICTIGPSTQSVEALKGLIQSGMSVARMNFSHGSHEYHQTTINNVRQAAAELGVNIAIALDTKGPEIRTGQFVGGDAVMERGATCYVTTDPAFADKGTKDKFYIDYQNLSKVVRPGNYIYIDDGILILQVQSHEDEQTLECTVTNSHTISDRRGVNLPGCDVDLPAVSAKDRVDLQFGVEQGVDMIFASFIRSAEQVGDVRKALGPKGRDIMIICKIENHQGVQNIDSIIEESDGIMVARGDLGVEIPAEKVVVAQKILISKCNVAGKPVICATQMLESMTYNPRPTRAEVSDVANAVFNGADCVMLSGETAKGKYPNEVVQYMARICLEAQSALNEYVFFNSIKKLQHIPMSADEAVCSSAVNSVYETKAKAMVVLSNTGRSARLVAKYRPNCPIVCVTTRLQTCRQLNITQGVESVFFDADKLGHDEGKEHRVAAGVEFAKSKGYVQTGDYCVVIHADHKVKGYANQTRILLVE
#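 qHTS format; LmPK 0.1 nM; substrates PEP 0.5 mM and ADP 0.1 mM. One-hour room-temperature incubation, then coupled luciferase luminescence; 0.5 nM enzyme wells mark activation.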
# Tb PYK inh – blocks Trypanosoma brucei pyruvate kinase. Q57TT1. AID 624173. actives 0.12% (n = 410,000). TbPYK enzyme, Kinase-Glo Plus ATP luminescence, 45 min. Potency, µM (highest dose often 76.8 µM), inactives show at the highest dose activity, negative = inhibition, most hits filed as inhibitors; further: potency means the concentration at half of the fitted maximal effect; nearly all actives have a fitted effect of over 50% in size
#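 Luminescence from Kinase-Glo Plus, added after a 45-minute room-temperature reaction, served as the end-point read-out. The enzyme and substrate were preincubated with compound before ADP (130 uM final) initiated turnover. Concentration-effect curves came from normalized qHTS data.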
# AmpC no deterg – AmpC beta-lactamase inhibition without detergent. AmpC nitrocefin hydrolysis, absorbance 480 nm, 0.0001% Triton. Potency, µM (series often up to 57.1 µM), inactives show at the top dose activity change, negative = inhibition, usual class: inhibitors. P00811. actives 0.52% (n = 330,000). AID 485341;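 further: potency means the concentration at half of the fitted maximal effect; plate controls were no compound for no effect and no enzyme for full effect; nearly all actives have a fitted effect of over 20% in size; some results filed as inactive show a strong effect at the top dose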
#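 20 mM phosphate pH 7.0 + 0.01% (detergent screen) or 0.0001% Triton X-100; 5.3 nM AmpC reagent; cpd preinc 15 min RT; nitrocefin (800 uM stock) to start; A480 q20 s × 4 min; Activity was normalised to no-enzyme and no-compound control wells.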
# Sm TGR inh – S. mansoni TGR enzyme inhibition; Q962Y6; purified TGR, DTNB reduction, TNB absorbance 405 nm; Potency, µM (titrated, usually from 114 µM), inactives show at the highest dose activity change, negative = inhibition, hits mostly inhibitors; actives 3% (n = 360,000); further: potency means the concentration at half of the fitted maximal effect; nearly all actives have a fitted effect of over 60% in size
#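 First, TGR (20 nM dispensed) and NADPH were mixed with compound. Second, a 15 min room-temperature incubation followed. Third, further NADPH and then DTNB were added to start the reaction. Finally, TNB absorbance was monitored kinetically.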
# * = called active by the depositor; ? = inconclusive; · = not tested or not shown; & = joins results of further samples; [ ] = remark or other dose. Unless noted, the call rests on the fitted dose curve; in most records, active means well fitted curve in the direction sought with a large enough effect; inconclusive means small, poorly fitted or top-dose-only effect, or another doubt; inactive means no such curve, though single readings can be large; an effect the other way counts as inactive or inconclusive. Unless noted, on the % scale 0 is the no-effect control and ±100 the full control effect.
# The first 2 records, to show the layout:
SMILES,AmpC inh detg,HCMV inh,AMA1-RON2 inh,LmPK inh,Tb PYK inh,AmpC no deterg,Sm TGR inh
CC(C)CN(c1ccccc1)S(=O)(=O)c1nnc(NC(=O)C(C)C)s1,-7%,19,5%,2%,-4%,-14%,-17%
COc1ccc(N(C(=O)c2cccc(C)c2)S(=O)(=O)c2ccc(Cl)cc2)cc1,16%,-14,·,·,-3%,·,-2%

# The listing, from the first entry:
SMILES,AmpC inh detg,HCMV inh,AMA1-RON2 inh,LmPK inh,Tb PYK inh,AmpC no deterg,Sm TGR inh
CC(C)CN(c1ccccc1)S(=O)(=O)c1nnc(NC(=O)C(C)C)s1,-7%,19,5%,2%,-4%,-14%,-17%
COc1ccc(N(C(=O)c2cccc(C)c2)S(=O)(=O)c2ccc(Cl)cc2)cc1,16%,-14,·,·,-3%,·,-2%
O=c1c2ccccc2n(Cc2cccc(Cl)c2)c(=O)n1CCc1ccccc1,-7%,18,·,·,-7%,·,1%
COc1cccc(/C=N/NC(=O)C(=O)N2CCCC2)c1,·,21,11%,·,0%,·,·
COc1ccc(Cl)cc1S(=O)(=O)N(C)CC(=O)NCCCn1ccnc1,-1%,-13,4%,-5%,-5%,0%,5%
O=C(COC(=O)COc1ccccc1)NC1CCS(=O)(=O)C1 (stereo unspecified),·,40,0%,·,3%,-9%,·
CC1(C(=O)N2CCOCC2)CCCCC1,-8%,8,-4%,1%,-1%,-13%,6%
CC(C)OC(=O)CSc1nc2c(c(C3CC=CCC3)c1C#N)CCC2 (stereo unspecified),-10%,-30,2%,5%,4%,-3%,18%
CC(=O)Nc1ccc(S(=O)(=O)c2ccnc3cc(Cl)ccc23)cc1,·,-83*,6%,·,2%,·,·
CCOc1ccc(NC(=O)COC(=O)C2CC2C)cc1 (stereo unspecified),·,-30,2%,·,-2%,-1%,·
Cc1ccc(C(=O)CC2(O)C(=O)N(Cc3ccccc3)c3ccccc32)o1 (stereo unspecified),-12%,14,1%,4%,2%,-12%,-17%
COc1ccc(S(=O)(=O)N(C)CC(=O)NCCCn2ccnc2)cc1Cl,0%,-14,-8%,2%,0%,1%,4%
O=C(O)CC1S/C(=N/N=C2CCCCC2)N(c2ccccc2)C1=O (stereo unspecified),-2%,10,-7%,3%,-5%,-15%,-4%
Cc1ccc(C2=NS(=O)(=O)N(C)C(C(=O)N(C)C3CCCCC3)=C2)cc1,-14%,-23,-1%,-3%,-3%,75%[activator],-3%
CCOC(=O)N1CCN(c2cc3nccnc3cc2F)CC1,0%,?,-16%,8%,-3%,-3%,1%
COc1ccc2c(c1)CC1(CN2C)C(=O)NC(=O)N(c2ccc(F)cc2)C1=O (stereo unspecified),-8%,78,0%,0%,-14%,-13%,?
Cn1cc(Br)c(-c2cccc(NC(=O)CC(C)(C)CC(=O)O)c2)n1,-8%,15,2%,0%,-11%,-15%,9%
COc1ccc(N2CCN(C(=O)c3ccccc3NS(=O)(=O)c3ccccc3)CC2)cc1,-5%,22,-14%,1%,1%,8%,-26%
COc1ccccc1NC(=O)C1=C(C)Nc2nc(CCCO)nn2C1c1cccc(O)c1 (stereo unspecified),6%,14,·,·,1%,·,-1%
Cc1ccc2nc(COc3ccc(NC(=O)COc4ccccc4F)cc3)cc(=O)n2c1,22%,20,·,·,1%,·,2%

# Individual results from above.
# In Tb PYK inh, `O=c1c2ccccc2n(Cc2cccc(Cl)c2)c(=O)n1CCc1ccccc1` shows -7%
# In AmpC inh detg, `COc1ccc(Cl)cc1S(=O)(=O)N(C)CC(=O)NCCCn1ccnc1` shows -1%

# Following part
SMILES,AmpC inh detg,HCMV inh,AMA1-RON2 inh,LmPK inh,Tb PYK inh,AmpC no deterg,Sm TGR inh
CCCn1c(=O)c(C(=O)NCCc2ccccc2)c(O)c2ccccc21,-6%,-20,13%,1%,2%,-33%,103%[activator]
O=C(O)/C=C/C(=O)Nc1ccc(SC(F)(F)C(F)(F)C(F)(F)F)cc1,-2%,-30,-5%,1%,1%,-29%,2%
CN1CCN(c2ncnc3c2ncn3[C@H]2CN(Cc3ccc(C(=O)O)cc3)C[C@@H](CO)O2)CC1,·,-12,3%,·,0%,·,·
COc1ncnc2c1N=C1CC(C)(C)CC(N)=C1S2,-6%,-21,20%,-10%,-25%,-7%,0%
Cc1cc(C)nc(NC(=O)c2ccc(Cl)cc2[N+](=O)[O-])c1,-11%,-26,-2%,-3%,-1%,-12%,-7%
CCOC(=O)C[C@H]1c2ccccc2S(=O)(=O)N1Cc1ccc(Cl)cc1,·,-22,-4%,·,-7%,·,·
COCCCNC(=O)CCCOc1ccccc1,13%,-26,10%,15%,-7%,-12%,4%[11.4 µM]
COc1ccc(NS(=O)(=O)c2ccc(C)c(C(=O)N3CCN(Cc4cc(OC)ccc4OC)CC3)c2)cc1,·,-32,69%[activator],·,-1%,·,·
O=C(Cc1ccccc1)NNC(=S)NC(=O)c1cccs1,3%,65,94%[activator],6%,-14%,-16%,-12%
Cc1ccc(NC(=O)CCN2CCN(CCO)CC2)cc1C,11%,-1,·,·,-1%,·,?
CN(C)c1cccc(C(=O)N/C=C/n2cnc3cc(C(F)(F)F)ccc32)c1,?,-18,-1%,8%,-1%,91%[activator],0%
O=C(/C=C/c1ccccc1)NNC(=O)c1cccnc1,?,26,35%[activator],0%,-8%,-29%,6%
COc1cc(OC)c(NC(=O)CC(c2cccs2)N2Cc3ccccc3C2=O)cc1Cl (stereo unspecified),0%,-36,·,·,2%,·,-8%
COc1ccc(C(=O)NCc2cccnc2)cc1,-9%,6,-3%,-1%,0%,-6%,2%
Cc1csc2nc(SCC(=O)N3CCN(c4ccccc4)CC3)[nH]c(=O)c12,-10%,39,-18%,0%,-4%,-9%,-3%
Cc1ccc(OCC(=O)Nc2ccc(N3CCN(S(C)(=O)=O)CC3)cc2)cc1C,2%,12,22%,11%,-1%,-11%,10%
NC(=O)C1CCN(C(=O)COc2cccc3cccnc23)CC1,3%,-88*,8%,0%,-14%,-17%,0%
O=S(=O)(N/N=C\c1cccn1-c1ccccc1)c1ccc2ccccc2c1,-9%,-10,?,-1%,1%,-28%,-21%
O=C(OCC(=O)N1CCCC1=O)c1ncc(Cl)c(Cl)c1Cl,4%,-5,-12%,·,-9%,-10%,5%
COc1ccc(OC)c(NC2=NCCCS2)c1,-6%,-8,2%,-1%,-3%,-30%,0%
COC(=O)c1ccc2c(=O)n(CCN3CCOCC3)c(SCC(=O)Nc3ccc(OC)cc3OC)nc2c1,1%,-29,9%,11%,-5%,-10%,11%
CCCc1cc(-c2ccc3c(c2)COc2c4ccccc4nn2-3)on1,-2%,32,12%,·,-15%,-27%,-12%
COc1ccc(C(=O)Nc2ccc(Cl)cc2C(=O)NCc2ccco2)cc1OC,-3%,-11,-8%,-1%,-1%,41%,-24%
COc1cc(CNC2CCCc3ccccc32)cc(OC)c1OC (stereo unspecified),-4%,47,12%,-6%,19%,-13%,-17%
CC(C)C(NC(=O)/C=C/c1cccc([N+](=O)[O-])c1)C(C)C,?,-24,-5%,-6%,-2%,-9%,-8%
O=S(=O)(Nc1ccc(-c2cn3c(n2)SCC3)cc1)c1cccs1,2%,-8,-24%,16%,-2%,-34%,-7%
CCCCNC(=O)C1CCC(CNS(=O)(=O)c2ccc(C)cc2)CC1 (stereo unspecified),-14%&11%,7&-25,15%,-5%,5%&-2%,2%,-2%&20%
CN(C(=O)COC(=O)c1ccc([N+](=O)[O-])cc1)c1ccccc1,4%,15,-6%,1%,5%,-10%,-1%
CC(C)C[C@H]1CN(CCCC[C@H]2CNC(=O)C(=O)N2Cc2ccccc2)C(=O)C(=O)N1CC1CCCCC1,·,12,-10%,·,-1%,·,·
CC1CC(C)CN(C(=O)CCNS(=O)(=O)c2cccs2)C1 (stereo unspecified),-13%,-8,-4%,-1%,-2%,-17%,-22%
FC(F)(F)c1ccccc1Cc1c(-c2cccc(Cl)c2)nc2ccc(Cl)cn12,·,-19,0%,·,0%,·,·
CN(Cc1ccccc1)C(=O)c1cccc(NC(=O)Cc2ccc(NC(=O)C3CCN(C(=O)c4ccccc4)CC3)cc2)c1,·,6,-2%,·,4%,·,·
CCOC(=O)c1c(NC(=O)CSc2cn(CCNC(=O)c3ccc(OCC)cc3)c3ccccc23)sc2c1CCC2,1%,-9,·,·,0%,·,7%
Cn1c(Nn2cnnc2)nc2ccccc21,?,9,6%,-2%,3%,-10%,?
CC(C)C(=O)Nc1nc(-c2ccc3c(c2)CCN3C(=O)C2CC2)cs1,·,12,-7%,-1%,-2%,·,8%
COc1cc(CN2CCC(C(=O)NC(c3ccc(F)cc3)c3ncccc3C)CC2)cc(OC)c1 (stereo unspecified),·,4,-6%,·,5%,·,·
CCN(CC(=O)Nc1cccc(S(=O)(=O)N2CCCC2)c1)CC(=O)Nc1ccccc1OC,-7%,-36,35%[activator],0%,-2%,40%,-6%
Cc1ccc(/C=N/Nc2ccnc3cc(Cl)ccc23)c(C)c1,0%,-76*,-11%,0%,2%,-23%,-12%
O=C(Nc1nc(-c2ccccc2)c(C(=O)c2ccccc2)s1)c1ccc(S(=O)(=O)N2CCCCC2)cc1,-3%,?,9%,0%,1%,?,0%
CCN(CC(=O)Nc1cc(Cl)ccc1C)C(=O)CCS(=O)(=O)c1ccc(Cl)cc1,3%,20,6%,-5%,0%,77%[activator],?
Cc1nnc(SCC(=O)N2CCN(c3ccccc3)CC2)n1C1CC1,?,?,-4%[11.6 µM],·,-9%,1%,-8%
COC(=O)c1ccc2c(=O)[nH]c(COC(=O)CCC(=O)c3ccc(Cl)cc3)nc2c1,?,10,18%,·,4%,-29%,-3%
Brc1ccc(/C=N/n2cnnc2)s1,-12%,-18,3%,-2%,-2%,-4%,11%
CCCCN(CCCC)CC1OCc2ccccc2CO1,3%,0,-11%,0%,3%,-10%,-2%
COc1cccc(NC(=O)CSc2nc(=O)n(Cc3ccco3)c3c2CCC3)c1,-2%,-11,·,·,-9%,·,0%
Cn1c(=O)c2c(nc(N3CCCC3)n2C)n(C)c1=O,-12%,30,-6%,1%,2%,-5%,1%
Cc1nc2nc(SCC(=O)NCCCN3CCOCC3)nn2c(C)c1Cc1ccccc1,6%,?,0%,-4%,-6%,3%,-7%
O=C(Nc1ccc(C(=O)N2CCCC2)cc1)c1ccc(F)cc1Cl,7%,-19,-4%,-15%,0%,0%,-13%
